Source: PubChem BioAssay
ROC1-CUL1 inh: inhibitors of human ROC1-CUL1 ubiquitin ligase activity | in vitro K48 di-Ub FRET, acceptor:donor ratio, 45 min | 140,000 compounds, 0.6% hits | inhibition, % at 10 µM | AID 1347404, 2020 | E3 ubiquitin-protein ligase RBX1 (Homo sapiens) + Cullin-1 (Homo sapiens), P62877+Q13616; in the data active = inhibition above about 25%
Target sequence (P62877 whole entry, looked up): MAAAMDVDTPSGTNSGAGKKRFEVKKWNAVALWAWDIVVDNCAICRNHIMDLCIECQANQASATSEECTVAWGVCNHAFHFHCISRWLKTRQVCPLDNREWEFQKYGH
Target sequence (Q13616 whole entry, looked up): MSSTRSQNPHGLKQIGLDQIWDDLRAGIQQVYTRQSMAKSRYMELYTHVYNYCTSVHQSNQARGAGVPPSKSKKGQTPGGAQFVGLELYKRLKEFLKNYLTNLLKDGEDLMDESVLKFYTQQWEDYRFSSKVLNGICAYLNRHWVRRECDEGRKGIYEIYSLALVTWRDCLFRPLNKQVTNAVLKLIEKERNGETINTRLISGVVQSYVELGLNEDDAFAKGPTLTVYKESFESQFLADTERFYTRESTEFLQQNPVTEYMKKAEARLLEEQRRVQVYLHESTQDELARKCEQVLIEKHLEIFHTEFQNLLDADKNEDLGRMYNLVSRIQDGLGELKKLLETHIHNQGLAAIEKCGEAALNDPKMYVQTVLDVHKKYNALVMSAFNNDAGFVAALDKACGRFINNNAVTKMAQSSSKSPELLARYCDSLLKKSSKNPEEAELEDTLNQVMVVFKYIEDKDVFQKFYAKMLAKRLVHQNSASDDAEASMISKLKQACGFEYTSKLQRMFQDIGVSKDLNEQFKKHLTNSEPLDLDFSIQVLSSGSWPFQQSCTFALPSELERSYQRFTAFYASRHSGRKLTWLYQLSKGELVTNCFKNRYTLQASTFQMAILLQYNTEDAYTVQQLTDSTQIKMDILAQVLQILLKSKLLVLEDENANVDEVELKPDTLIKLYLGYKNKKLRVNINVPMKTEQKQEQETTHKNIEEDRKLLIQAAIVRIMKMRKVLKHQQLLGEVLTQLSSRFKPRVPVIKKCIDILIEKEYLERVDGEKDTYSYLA
* marks the source's active call; other numbers are inactive results. Only part of the results is shown. The share of hits here may be higher or lower than overall.

ROC1-CUL1 inh	SMILES
-2	CCn1nc(-c2ccccc2)c(-c2ccccc2)c(C(=O)Nc2nc(C)c(C(C)=O)s2)c1=O
6	O=S(=O)(c1ccc(-c2ccc(Cl)cc2)cc1)N1CCCC1
5	O=C(c1cnc2sc3c(n2c1=O)CCCC3)N1CCN(c2ccccc2)CC1
8	CCOCCCNC(=O)c1cc2c(=O)n3ccccc3nc2n1C
3	O=C(c1sc2cc(F)ccc2c1Cl)N1CCN(c2cccc(Cl)c2)CC1
-12	CC1C(=NC(=O)Nc2ccc(Cl)c(C(F)(F)F)c2)C(=O)N(c2ccccc2)N1C (stereo not given)
-5	O=C(O[C@H]1C[C@H]2OC[C@@H](OC(=O)c3ccccc3)[C@H]2O1)c1ccccc1
-7	CC(C)c1ccc(NC(=O)CSc2nnc(CNC(=O)c3ccc(Cl)cc3)n2C)cc1
-5	Oc1ccc(-c2nc(-c3ccccc3)c(-c3ccccc3)n2Cc2ccccc2)cc1
-10	CCCS(=O)(=O)c1c(S(=O)(=O)CCC)c2cc(-c3ccncc3)ccn2c1C(=O)c1ccc(Br)cc1
1	O=C(c1ccc(OC2CCN(C3CCSC3)CC2)cc1)N1CCCCC1 (stereo not given)
2	CCOc1ccc(N=C2S/C(=C\c3cccs3)C(=O)N2CC)cc1
-1	COc1cccc(N2CCN(C(=O)Nc3cccc(C)c3)CC2)c1
-2	COc1cccc2cc(C(=O)NCCc3c(C)[nH]c4ccc(F)cc34)c(=O)oc12
-4	COc1ccc(NC(=O)CCS(=O)(=O)c2cccc3nonc23)cc1Cl
-5	Cc1cccc(NCc2nnc(SCC(=O)O)n2-c2ccccc2)c1
12	CC(C)NC(=O)CSc1nc(-c2cccs2)cc(-c2ccccc2)c1C#N
-1	COc1ccccc1C1CCCN1C(=O)CCC1(Cc2ccc(C)cc2)CCC(=O)N1 (stereo not given)
-9	COc1ccc(N2Cc3cccc(C(=O)Nc4cccc(F)c4)c3C2=O)cc1
-3	CCc1ccccc1NC(=O)CCCn1c(=O)c2cccn2c2ccccc21
2	C/C(=N\NC(=O)C1CC1c1ccccc1)c1ccc(N(C)C)cc1 (stereo not given)
14	Cn1cnc([N+](=O)[O-])c1S(=O)(=O)c1ccccn1
-3	CN=C1C(N(C=O)CC(=O)c2ccccc2)C(=O)N(C)C(=O)N1C (stereo not given)
1	CC1CCN(c2nc3ccccc3nc2SCC(=O)Nc2ccccc2C(C)C)CC1
6	CCOc1ccccc1NC(=O)Cn1c(=O)n(Cc2ccco2)c(=O)c2ccc(C(=O)NC3CCCC3)cc21
7	Cc1cccc(CNC(=O)c2ccc(Cn3c(SCc4ccccc4)nc4cccnc43)cc2)c1
1	N#CC(C=Nc1ccccc1)c1nc(-c2cccc(Br)c2)cs1 (stereo not given)
-8	CN(C)NC(=O)C(Cl)(C(F)(F)F)C(F)(F)F
2	CCOC(=O)c1sc2ccccc2c1S(=O)(=O)Nc1c(C)cccc1C
1	O=C(CNS(=O)(=O)c1ccc(Br)cc1)N1CCN(c2ccc(F)cc2)CC1
1	CC(=O)c1cccc(NC(=O)C2=CC(c3ccc4c(c3)OCO4)=NS(=O)(=O)N2C)c1
1	COc1ccc(NC(=O)Cn2nnc(C(=O)NCc3ccco3)c2N)c(OC)c1
1	COc1ccccc1Oc1ncccc1CNC(=O)CN1CCCCC1
2	OCCOc1ccc(CNC2CCCC2)cc1
6	CCN(CC)S(=O)(=O)c1ccc(F)c(Cl)c1
-16	Cc1cc(=O)oc2cc(OCCN3CCN(c4cccc(Cl)c4)CC3)ccc12
11	CC(C)(C)n1cnc2cc(NC(=O)c3ccco3)ccc21
3	N#Cc1ccc(-c2cccnc2)nc1SCc1ccc(Cl)cc1Cl
3	COc1ccc(-c2cc(C(F)(F)F)nc(SCC(=O)N3CCCCC3C)n2)cc1OC (stereo not given)
8	CCCN1CCC(NC(=O)c2cccc(C)c2)CC1
11	COc1cccc(-c2cnnc(N(C)CCC3CCOCC3)n2)c1
-3	COc1cccc(N2CCN(C(=O)C3CCN(S(=O)(=O)c4c(C)noc4C)CC3)CC2)c1
-3	COc1ccc(N=NC(C(=O)Nc2cc(Cl)ccc2Cl)=C(O)c2ccccc2)cc1
4	COc1ccc(-n2c(=O)c3sc4ccccc4c3n(CC(=O)Nc3ccccc3F)c2=O)cc1
1	CCOC(=O)CSc1nnc(-c2nnc(SCC(=O)OCC)n2CC)n1CC
2	Cc1nc(C(F)(F)C(F)(F)C(F)(F)C(F)(F)C(F)(F)C(F)(F)Cl)cc(=O)[nH]1
4	COc1ccc(C(C2C(=O)CC(C)(C)CC2=O)C2C(=O)CC(C)(C)CC2=O)cc1COCC(F)(F)F
-7	CC(=O)Nc1ccc2c(c1)C1C=CCC1C(c1ccccc1F)N2 (stereo not given)
3	Cc1cccc(C)c1NC(=O)c1ccc(-c2ccc(Br)cc2)o1
1	Nc1nc(SCC(=O)Nc2cccc(-c3nc4ccccc4s3)c2)n[nH]1
4	Cc1ccc(C(=O)Oc2ccc3oc4c(c3c2)CCCC4)cc1
-1	CCOC(=O)c1cccc(NC(=O)CC(C)C)c1
-1	CCCNS(=O)(=O)c1ccc2nc(NC(=O)c3ccc(F)cc3)sc2c1
3	COC(=O)c1ccc(NC(=O)CSc2nnc3ccccn23)cc1
50*	Cc1ccc(C(=O)O)cc1-c1ccc(CC2=NC(=O)N(c3ccc(Cl)cc3)C2=O)o1
0	CCC(=O)N1CCc2cc(Br)cc(S(=O)(=O)CCC(=O)Nc3ccc(C)c(F)c3)c21
-1	COc1ccc(OC)c(CNc2ncc(-c3ccc(Cl)cc3)n2C)c1
6	COCC1=NN(c2ccccc2)C(=O)C1
-8	c1ccc(-c2cc(-c3nccs3)ncn2)cc1
0	Cc1ccc(-c2[nH]nc3c2C(c2cccc(O)c2)C(C#N)C(=N)O3)cc1 (stereo not given)

Next part:
ROC1-CUL1 inh	SMILES
-6	O=S(=O)(Oc1cccnc1)c1ccc(Cl)cc1
6	Cc1cc([C@@H]2C[C@H]3CN(Cc4cccc(Cl)c4)C(=O)[C@]34CCCN24)[nH]n1
-5	COCCCNC(=O)c1cc(F)c(F)cc1Cl
-6	CCOc1ccc(S(=O)(=O)N2CCN(c3ccc(Cl)c(Cl)c3)CC2)c2ccccc12
8	COCc1nc2cc(C(F)(F)F)ccc2n1C1CCN(C(=O)Cc2csc(-c3ccccc3)n2)CC1
3	COC(=O)c1ccc(Nc2nnc(-c3ccc(C)c(S(=O)(=O)N4CCN(C)CC4)c3)c3ccccc23)cc1
-3	CCOC(=O)N1CCC(NC(=O)c2cnn(-c3nccc(-c4ccccc4OC)n3)c2C2CC2)CC1
-8	COc1cccc(-c2cc(C(F)(F)F)nc(NCCc3ccccc3)n2)c1
8	c1ccc(-c2cc3nccc(-c4cccnc4)n3n2)cc1
-7	Cc1ccc(CC(=O)Nc2ccc(S(=O)(=O)NC(C)(C)C)cc2)cc1
2	COC(=O)C1=C(C)O[C@]23CCC[C@]12CC(=O)C3
-6	Cc1ccccc1/C=C1\C(=O)Nc2ccc(Br)cc21
10	CC1CCN(S(=O)(=O)N2CCN(c3ccccc3F)CC2)CC1
1	O=C(CSc1nc2ccccc2o1)N/N=C/c1cccc(OC(=O)c2cccc(F)c2)c1
0	Clc1ccc(-c2nnc(-c3ccc(Br)cc3)c(N3CCCCC3)n2)cc1
-11	c1coc(-c2cc3cccc[n+]3cc2-c2ccco2)c1
2	CCn1c(=O)cc(SCC(=O)NCCc2cccc(C)c2)c2ccccc21
-6	CCOC(=O)C1=C(C)N=C2SC(Cc3ccc(Br)cc3)C(=O)N2C1c1ccc(OC)c(OC)c1 (stereo not given)
0	CCN(CC)S(=O)(=O)c1ccc2c(c1)c(=O)c(C(=O)N1CCN(c3cc(Cl)ccc3C)CC1)cn2C
4	COc1cccc(CN2CCC(c3nc(-c4ccncc4)ncc3-c3cccc(C)c3)CC2)c1O
-9	O=[N+]([O-])c1ccc(-c2ccco2)c(Cl)c1
12	S=C(SCc1ccccc1Cl)N1CCc2ccccc2C1
9	Cc1ccc(C)c(N(CC(=O)Nc2ccccc2)S(C)(=O)=O)c1
1	O=C(c1ccco1)N(Cc1cccs1)c1ccc(F)cc1
-12	N#Cc1ccc(-c2cccs2)nc1SCC(=O)Nc1sc2c(c1C#N)CCCC2
6	CN(C)C(=O)CN(c1ccc(F)c(F)c1)S(C)(=O)=O
10	O=c1c2c3c(sc2nnn1Cc1c(F)cccc1Cl)CCCC3
3	O=C1c2ccccc2C(c2ccc(NC(=O)C(F)(F)F)cc2)(c2ccc(NC(=O)C(F)(F)F)cc2)c2ccccc21
3	CCCCn1c(C)c(CC(=O)N2CCNC(=O)CC2)c2c1CCCC2=O
-4	Fc1cccc(Cl)c1CNCCSc1nnnn1-c1ccccc1
3	CN(CCO)C1=CC(=O)CC(C)(C)C1
-5	CCCCCOc1ccc(C(=O)N(Cc2ccc(CC)cc2)C2CCS(=O)(=O)C2)cc1 (stereo not given)
0	CCOc1cc(/C=C2/SC(=O)N(CC(=O)Nc3ccccc3)C2=O)ccc1O
-7	CC1(C)CC(=O)c2cc(CC(=O)O)n(-c3ccc(Cl)cc3)c2C1
9	CC(C)(C)c1ccc(OCC(=O)NCCN2CCCC2)cc1
-9	CCOC(=O)c1oc2nc(-c3ccccc3)cc(-c3ccccc3)c2c1NC(=O)Nc1cccc(Cl)c1
-1	CCOC(=O)c1cc(-c2ccc(C)cc2)n(CCC(=O)Nc2nc3c(C)cccc3s2)c1C
9	CCOC(=O)/C(C(C)=O)=C1\SCC(C)S1 (stereo not given)
-1	O=C(Cn1cc(SCc2cccc(C(F)(F)F)c2)c2ccccc21)N1CCCCCC1
13	COC(=O)C1CCCN1C(=O)COc1ccc(Br)cc1Cl (stereo not given)
12	COc1ccc(-c2cc(-c3cccs3)nc3sc(C(=O)Nc4c(C)cccc4C)c(N)c23)cc1
0	COc1ccc(OC)c(NC(=O)Cn2cc(S(=O)(=O)c3ccccc3)c(=O)c3cc(C)ccc32)c1
-2	CSCC(=O)N(C)C1CCCN(Cc2ccccc2F)C1 (stereo not given)
-11	O=C(NCCCNC(=O)c1cccs1)c1cccs1
0	CCOC(=O)Cn1c(=O)oc2cc(S(=O)(=O)NC(C)c3ccccc3)ccc21 (stereo not given)
-2	Cc1ccc(S(=O)(=O)NCCc2nnc3ccc(SCC(=O)Nc4c(C)cc(C)cc4C)nn23)cc1
-1	CCOc1ccc(NC(=O)CSc2nc3sc4c(c3c(=O)n2-c2ccc(C)cc2)CCCC4)cc1
1	CC(=O)NC1=NC(=O)/C(=C/c2ccc(-c3ccc(C)c(Cl)c3)o2)S1
-10	Cc1ccc(-c2nc3n(n2)C(c2ccccc2C)CC(c2ccc(Cl)cc2)=N3)cc1 (stereo not given)
2	CCN1CCN(CC(O)COC(C)(C)C)CC1 (stereo not given)
4	COc1cc(CC2=NC(=O)N(CC(=O)Nc3cccc(C)c3)C2=O)cc(Cl)c1O
0	COc1cccc(O)c1CN1Cc2cc(Cl)ccc2OC(C)C1 (stereo not given)
6	CN(Cc1cccc2ncccc12)C(=O)c1cn(C2CC2)cc(C(=O)NC2CCCCCC2)c1=O
13	Cc1ccc(-n2c(C)cn3c4c(=O)[nH]c(=O)n(C)c4nc23)cc1C
-7	COc1ccc(-n2cc(C(=O)Oc3cc(C)cc(C)c3)c3ccccc3c2=O)cc1
6	COC(=O)c1sc2ncccc2c1NC(=O)c1ccc(C)cc1
-3	CCn1c(=O)c2cc(C(=O)NCc3cc(OC)ccc3OC)sc2c2ccccc21
-3	COc1ccc(NC(=O)C2CCN(c3nc4ccccc4[nH]3)CC2)cc1OC
9	COc1cc(CSc2nc3c(Cl)cc(Cl)cc3o2)cc(OC)c1OC
-8	Fc1ccc(-c2nc(Nc3cccc(Cl)c3)nc3c2COc2ccccc2-3)cc1

(listing goes on)
ROC1-CUL1 inh	SMILES
-12	C=CCO/N=C(\C)C1C(=O)C=C(c2ccccc2)N(c2ccccc2)C1=O (stereo not given)
3	COC(=O)c1c(NC(=O)COc2cc(C)ccc2C(C)C)sc2c1C(C(=O)OC)CC2 (stereo not given)
0	CN(Cc1ccc(-n2cccn2)cc1)C(=O)c1cnn2c1NC(c1ccco1)CC2C(F)(F)F (stereo not given)
5	CN1CC=C2C(C#N)C(=N)C(C#N)(C#N)C(c3c(F)cccc3Cl)C2C1 (stereo not given)
-3	Cc1cc(C)c(C(=O)N2CCCC(CNS(=O)(=O)Cc3ccccc3)C2)o1 (stereo not given)
2	CCOC(=O)N1CCC(NC(=O)C2CC23CCN(C(=O)CCC(=O)c2ccc(F)cc2)CC3)CC1 (stereo not given)
-8	CCc1ccc(-n2nc(CO)c(C(=O)NC(C)c3ccc(Cl)cc3)n2)cc1 (stereo not given)

Some of these compounds in order of count of non-hydrogen atoms, highest first:
ROC1-CUL1 inh	SMILES
2	CCOC(=O)N1CCC(NC(=O)C2CC23CCN(C(=O)CCC(=O)c2ccc(F)cc2)CC3)CC1 (stereo not given)
0	CN(Cc1ccc(-n2cccn2)cc1)C(=O)c1cnn2c1NC(c1ccco1)CC2C(F)(F)F (stereo not given)
3	COC(=O)c1c(NC(=O)COc2cc(C)ccc2C(C)C)sc2c1C(C(=O)OC)CC2 (stereo not given)
-10	Cc1ccc(-c2nc3n(n2)C(c2ccccc2C)CC(c2ccc(Cl)cc2)=N3)cc1 (stereo not given)
4	COc1cc(CC2=NC(=O)N(CC(=O)Nc3cccc(C)c3)C2=O)cc(Cl)c1O
-3	COc1ccc(NC(=O)C2CCN(c3nc4ccccc4[nH]3)CC2)cc1OC
-8	CCc1ccc(-n2nc(CO)c(C(=O)NC(C)c3ccc(Cl)cc3)n2)cc1 (stereo not given)
5	CN1CC=C2C(C#N)C(=N)C(C#N)(C#N)C(c3c(F)cccc3Cl)C2C1 (stereo not given)
9	COc1cc(CSc2nc3c(Cl)cc(Cl)cc3o2)cc(OC)c1OC
13	Cc1ccc(-n2c(C)cn3c4c(=O)[nH]c(=O)n(C)c4nc23)cc1C
0	COc1cccc(O)c1CN1Cc2cc(Cl)ccc2OC(C)C1 (stereo not given)
2	CCN1CCN(CC(O)COC(C)(C)C)CC1 (stereo not given)
